# Lamin A splicing: changes lamin A minigene splicing in HeLa cells. HeLa LMNA splicing GFP/RFP minigene ratio, 48 h. Potency, µM (top dose mostly 46.1 µM), inactives show at the top dose ratio change, negative = inhibition, hits mostly inhibitors. 200,000 compounds, 0.01% hits. AID 1487; active = well fitted inhibition curve with a large enough effect in the signal ratio, with a control signal flat, not every such curve was filed as active; inconclusive = small, poorly fitted or top-dose-only effect, or effect the other way, or a change in a side signal; the % refers to the signal ratio; note: potency is the fitted concentration of half-maximal effect; % is set by controls: 0 for no effect and ±100 for the full control effect
#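 Read-out is the ratio of GFP to DsRed2 object intensity, acquired by 488 nm laser-scanning cytometry on HeLa lamin A-EGFP minigene reporter cells. Compound incubation 48 hrs at 37 °C in Opti-MEM with 2% FBS; DMSO 0.5% final.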
# HttQ103 aggreg: mutant huntingtin aggregation inhibition | PC12 HttQ103-GFP aggregates, Acumen cytometry, 40 h | 220,000 compounds, 1.1% hits | AID 1688 | Potency, µM (series often up to 46.1 µM), for the others: top-dose activity change, negative = inhibition, most hits filed as inhibitors; note: potency is the fitted concentration of half-maximal effect; % is set by controls: 0 for no effect and ±100 for the full control effect; nearly all actives have a fitted effect of over 60% in size
#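 Aggregates are detected as GFP objects 1–25 µm with signal 6 STDEV over background in lysates of induced PC12 cells. These carry Huntingtin exon 1 with 103 glutamines fused to GFP under an ecdysone promoter; compounds titrated.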
# CBFb-RUNX1 inh: inhibitors of human CBF-beta and RUNX1 interaction; Q01196+Q13951; AlphaScreen CBFb-His/RUNX1-biotin binding, biochemical; Potency, µM (highest dose often 59.8 µM), inactives show at the top dose activity, negative = inhibition, most hits filed as inhibitors; 230,000 tested, under 10 active; AID 1477; note: % of control where 0% means no effect
# Target sequence (Q01196 whole entry, looked up): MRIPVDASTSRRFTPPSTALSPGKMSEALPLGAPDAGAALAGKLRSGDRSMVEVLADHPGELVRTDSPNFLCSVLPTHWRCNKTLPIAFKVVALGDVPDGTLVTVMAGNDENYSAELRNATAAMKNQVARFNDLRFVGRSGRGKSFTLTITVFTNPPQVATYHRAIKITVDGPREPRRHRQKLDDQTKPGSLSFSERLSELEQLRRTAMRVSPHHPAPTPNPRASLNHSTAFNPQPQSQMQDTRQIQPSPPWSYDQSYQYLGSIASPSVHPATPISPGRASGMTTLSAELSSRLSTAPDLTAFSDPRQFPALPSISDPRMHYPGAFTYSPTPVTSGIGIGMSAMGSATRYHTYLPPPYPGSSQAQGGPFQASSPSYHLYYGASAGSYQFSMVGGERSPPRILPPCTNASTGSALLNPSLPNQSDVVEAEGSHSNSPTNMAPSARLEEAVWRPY
# Target sequence (Q13951 whole entry, looked up): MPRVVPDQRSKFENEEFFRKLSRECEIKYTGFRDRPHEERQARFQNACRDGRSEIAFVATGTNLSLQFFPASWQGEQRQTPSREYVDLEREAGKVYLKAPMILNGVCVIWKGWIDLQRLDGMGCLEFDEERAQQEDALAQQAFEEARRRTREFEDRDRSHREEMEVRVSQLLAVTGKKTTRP
#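 AlphaScreen binding: CBFb-His and RUNX1-biotin (30 nM each) preincubated 20 min, compound added for 15 min, then nickel and streptavidin beads for 90 min, all at room temperature. Disruption of the interaction by any mechanism counts as activity.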
# Epigenetic derep: derepresses silenced GFP reporter in murine cells; Potency, µM (doses to about 53.9 µM), inactives show at the highest dose GFP activation, actives largely listed as activators; murine LDR cells, GFP reporter derepression, 30 h; AID 1865; 280,000 compounds, 0.2% hits; note: potency is the fitted concentration of half-maximal effect; % of control where 0% means no effect; nearly all actives have a fitted effect of over 60% in size
#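 Murine LDR cells carrying a silenced, genomically integrated CMV-driven GFP reporter were exposed to compound for 30 hours at 37 C. After PBS washes, GFP-positive cells (20–120 um objects) were counted by laser-scanning microplate cytometry.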
# IMPase Li inh: cell-permeable IMPase inhibitors with lithium potentiation. Potency, µM (top dose mostly 59.4 µM), for inactives: top-dose activity, negative = IMPase inhibition, usual class: inhibitors. 210,000 compounds, 0.35% hits. CHO-M1 cells, IP1 TR-FRET (IP-One), carbachol + lithium;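 note: IP1 builds up when IMPase is blocked and the TR-FRET signal falls; potency is the fitted concentration of half-maximal effect; plate controls were basal vehicle for no effect and high inhibitor control for full effect; nearly all actives have a fitted effect of over 50% in size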
#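 IP1 accumulation measured by competitive TR-FRET in lysed CHO-M1 cells after 30 min compound exposure at 37C, with a small lithium addition to potentiate weak responses. Hill-equation AC50 from ratio and donor-channel data.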
# KinaseGlo FLuc: counter-screen: inhibitors of Kinase-Glo firefly luciferase; Kinase-Glo luciferase, ATP luminescence, 8 min; Potency, µM (titrated, usually from 38.3 µM), inactives show at the top dose activity change, negative = inhibition, hits mostly inhibitors; 200,000 compounds, 0.28% hits; AID 1379; note: potency is the fitted concentration of half-maximal effect; % is set by controls: 0 for no effect and ±100 for the full control effect; nearly all actives have a fitted effect of over 60% in size
#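 Inhibition of Kinase-Glo luciferase light generation was assessed at 10 uM ATP in pH 7.2 imidazole buffer, with luminescence measured after eight minutes at ambient temperature.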
# NPSR antagonist: blocks cAMP signaling of the human neuropeptide S receptor; 220,000 compounds, 1% hits; Q6W5P4; Potency, µM (titrated, usually from 38.3 µM), for the others: top-dose activity change, negative = inhibition, usual class: inhibitors; CHO-NPSR cells, cAMP TR-FRET, antagonist mode; note: potency is the fitted concentration of half-maximal effect; % is set by controls: 0 for no effect and ±100 for the full control effect; nearly all actives have a fitted effect of over 50% in size; many of its hits are not listed in these tables
# Target sequence (Q6W5P4 whole entry, looked up): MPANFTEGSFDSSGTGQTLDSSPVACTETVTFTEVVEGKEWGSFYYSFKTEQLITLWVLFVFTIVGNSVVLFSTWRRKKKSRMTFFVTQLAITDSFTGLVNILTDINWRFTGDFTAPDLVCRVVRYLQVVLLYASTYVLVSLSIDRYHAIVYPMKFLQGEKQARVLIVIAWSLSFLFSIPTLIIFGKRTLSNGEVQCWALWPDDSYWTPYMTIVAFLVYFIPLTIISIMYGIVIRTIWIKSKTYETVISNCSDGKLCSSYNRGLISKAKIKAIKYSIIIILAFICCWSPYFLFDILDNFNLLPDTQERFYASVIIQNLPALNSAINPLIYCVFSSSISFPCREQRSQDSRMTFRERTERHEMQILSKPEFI
# The depositor's hits bear a star; u = inconclusive; x = not tested or not shown; & = joins results of further samples; [ ] = another dose, or the depositor's remark. Unless noted, calls come from the whole dose curve; as a rule, active = well fitted curve in the direction sought with a large enough effect; inconclusive = small, poorly fitted or top-dose-only effect, or another doubt; inactive = no such curve, though single readings can be large; an effect the other way counts as inactive or inconclusive. Some of the compounds tested; rates above refer to the full screens.
no.	SMILES	NPSR antagonist	IMPase Li inh	KinaseGlo FLuc	CBFb-RUNX1 inh	Lamin A splicing	HttQ103 aggreg	Epigenetic derep
1	Cc1occc1-c1nnc(SCC(=O)NCc2ccco2)n1CC(C)C	-17%[46.1 µM]	-11%[38.3 µM]	-5%	-15%	1%	2%	1.2%
2	COc1ccccc1C/C(N)=N/OC(=O)c1cccc([N+](=O)[O-])c1	-9%[46.1 µM]	13%	6%	5%	-9%	-5%	-0.9%
3	NC(=O)N/N=C/c1ccc([N+](=O)[O-])o1	x	24%&2%	-6%	23%	u	15%	-1.3%
4	O=C(CC12CC3CC(CC(C3)C1)C2)NCC(=O)N1CCCC1	-8%[46.1 µM]	11%[38.3 µM]	1%	7%	4%	11%	-2.1%
5	CC(NC(=O)c1cc2ccccc2o1)C(=O)O (configuration not stated)	-3%[46.1 µM]	-1%[38.3 µM]	1%	3%	4%	9%	0.8%
6	O=c1cc(-c2ccc([N+](=O)[O-])cc2)c2cc3c(cc2[nH]1)OCCO3	-21%	2%	-1%	-5%	x	-7%	2.2%
7	CC(=O)Oc1ccc2c(c1)O/C(=C\c1ccncc1)C2=O	5%[7.67 µM]	x	x	4%	x	-2%[9.22 µM]	-0.3%
8	CCCC(c1nnnn1CC1CCCO1)N1CCN(c2nc3ccccc3s2)CC1 (configuration not stated)	-12%[46.1 µM]	5%	0%	11%	-9%	-26%	3.5%
9	COCc1[nH]nc2c1C(c1ccc(OC)c(OC)c1)C(C#N)=C(N)O2 (configuration not stated)	-14%[7.67 µM]	4%[38.3 µM]	0%	2%	5%	0%	-0.9%
10	CC1CCN(C(=S)c2cn(Cc3ccccc3F)c3ccccc23)CC1	u	19%[38.3 µM]	-6%	-2%	u	16µM*	2.9%
11	CCCS(=O)(=O)n1nc(-c2ccc(OC)cc2OC)cc1N	5%[46.1 µM]	3%	3%	0%	6%	-9%	-1.0%
12	O=C1c2ccccc2C(=O)N1OCc1ccc(Cl)cc1	-13%[46.1 µM]	12%[38.3 µM]	-4%	3%	1%	16%	-3.0%
13	COc1ccc(/C=C2\SC(=O)N(CC(=O)Nc3cccnc3)C2=O)cc1OC	-7%	11%	-1%	19%	-10%[46 µM]	2%	5.1%
14	Cc1ccc(C2CC(c3cccs3)=NN2C(=O)CSc2nc3ccccc3o2)cc1 (configuration not stated)	-24%[46.1 µM]	17%	-2%	7%	-7%	5%	0.0%
15	O=C(N/N=C/c1ccco1)c1ccc2nc[nH]c2c1	18%	x	x	6%	x	-9%[9.22 µM]	1.1%
16	COCC(C)NS(=O)(=O)c1ccc(C)cc1 (configuration not stated)	0%[46.1 µM]	-4%[38.3 µM]	-3%	2%	11%	-14%	-0.6%
17	Cn1c(=O)c2c(nc(SCCN3CCOCC3)n2Cc2ccc(F)cc2)n(C)c1=O	2%[46.1 µM]	1%[38.3 µM]	-3%	1%	0%	4%	-1.0%
18	O=C1N(Cc2cccnc2)C[C@@H]2C[C@@H](c3ccccc3C(F)(F)F)N3CCC[C@@]123	-4%	x	x	28%	x	-29%[9.22 µM]	1.1%
19	CN1CCC(NC(=S)NC2CC2)CC1	21%	20%	2%	9%	x	9%	-0.1%
20	COc1cccc(C(=O)c2c[nH]c(C(=O)NCc3ccco3)c2)c1	-26%[46.1 µM]	-4%	3%	-6%	-19%	u	-0.9%
21	CCc1cc(-c2n[nH]c(=S)n2-c2cccc(C)c2)cs1	u	30%[38.3 µM]	-6%	-11%	-2%	7%	-7.1%
22	CN1CCN(C(=O)CCc2ncc(C(F)(F)F)cc2Cl)CC1	14%	-2%	1%	9%	u	6%	0.0%
23	Cc1[nH]c2ccccc2c1C(=O)CN1CC(C)OC(C)C1 (configuration not stated)	-4%[7.67 µM]	x	x	2%	x	-4%[9.22 µM]	1.1%
24	COc1ccc(OCC(=O)c2c[nH]c3ccccc23)cc1	-1%	-5%	-2%	-1%	-2%[46 µM]	-17%	2.8%
25	CCc1nnc(NS(=O)(=O)c2ccc(NC(=O)c3cc4ccccc4oc3=O)cc2)s1	-19%[46.1 µM]	x	x	2%	-12%	12%	-0.9%
26	CC(C)(c1ccccc1)c1ccc(OCCn2cnc3ccccc3c2=O)cc1	u	60%[activator][38.3 µM]	-4%	14%	u	u	2.3%
27	CCN(CC)C(=O)C1CCCN(Cc2ccc(OC)c(C)c2)C1 (configuration not stated)	9%[46.1 µM]	0%[38.3 µM]	-1%	7%	1%	14%	0.4%
28	N#Cc1ccc(NC(=S)NC(=O)CCc2ccc(S(=O)(=O)N3CCOCC3)cc2)cc1	-37%	9%	-2%	20%	x	4%	0.0%
29	O=C(NC(Cc1ccccc1)c1nc2ccccc2[nH]1)c1cccc([N+](=O)[O-])c1 (configuration not stated)	-58%	x	x	2%	x	9%[9.22 µM]	9.4%
30	Cc1nnc(Nc2ccc(C(=O)O)cc2)[nH]c1=O	6%	-6%	-3%	3%	x	11%	-0.9%
31	O=C(NCCCN1CCOCC1)c1ccc(CS(=O)(=O)c2ccc(Br)cc2)o1	-8%[46.1 µM]	2%[38.3 µM]	-1%	0%	-7%	-10%	-0.2%
32	CCOc1ccc(-c2csc(NC(=O)CSCC(=O)O)n2)c2ccccc12	8%	-9%	-4%	-8%	x	-11%	-0.1%
33	COC(=O)c1ccc(C(NC(=O)OCc2ccccc2)/C(I)=C/[C@@H](C)C(=O)Nc2ccccc2)cc1 (some centres not stated)	x	3%	-1%	5%	x	x	-0.2%
34	O=C(NCCNCC(O)COc1ccc(O)cc1)N1CCOCC1 (configuration not stated)	13%[46.1 µM]	-2%&3%	1%	18%&18%	u	6%	-0.1%&0.8%
35	Cc1ccc(S(=O)(=O)C(C#N)c2nc3ccccc3nc2N2CCCC2)cc1C (configuration not stated)	-15%[46.1 µM]	-14%[38.3 µM]	-3%	-22%	18%	-8%	0.7%
36	Cc1nc2sccn2c1-c1nc(-c2cc3ccccc3o2)cs1	-10%[46.1 µM]	-19%[38.3 µM]	1%	5%	u	-14%	-0.8%
37	Cn1nnnc1SCC(=O)N1CCN(c2ccc(Cl)cc2)CC1	-5%[46.1 µM]	28%[38.3 µM]	4%	8%	u	-13%	0.0%
38	COCCSc1ccccc1C(=O)N1CCC(Cc2ccccc2)CC1	-24%	15%	1%	3%	x	5%	-0.5%
39	Cc1cccn2c(=O)c3cc(C(=O)NCc4cccnc4)c(=N)n(C(C)C)c3nc12	9%[46.1 µM]	6%	0%	1%	u	-2%	-3.2%
40	Cc1ccc(CN(Cc2ccc(C)o2)C(=S)NCC(=O)O)cc1	3%[46.1 µM]	1%	3%	3%	-10%	-13%	0.0%
41	CNC(=S)N/N=C/c1ccc(N(C)C)cc1	u	x	x	-9%	x	20%[9.22 µM]	9.6%
42	O=C(N/N=C/c1cccc(Oc2ccccc2)c1)c1ccccc1Br	u	16%[38.3 µM]	-4%	3%	u	-23%	-1.0%
43	COc1ccc(/C=N/NC(=O)c2ccc(O)cc2)cc1CN1CCCc2ccccc21	u	10%	0%	u	u	23%	0.0%
44	CCn1nc(C)c(NC(=O)/C=C/c2cnn(C)c2C)c1C	-10%[46.1 µM]	5%[38.3 µM]	-4%	3%	14%	9%	-1.1%
45	CC(C)(CC(=O)N1CCN(c2ccc(Cl)cc2)CC1)CC1=NS(=O)(=O)c2ccccc2N1	-26%[46.1 µM]	43%[activator][38.3 µM]	-4%	-3%	16%	11µM*	-1.2%
46	COc1ccccc1-c1cc(C(=O)Nc2c(C)n(C)n(-c3ccccc3)c2=O)no1	-23%[46.1 µM]	-1%[38.3 µM]	1%	2%	6%	21%	1.9%
47	CCOC(=O)Cn1nnc(-c2ccccc2)n1	0%[46.1 µM]	2%	0%	-4%	-3%	-18%	-0.8%
48	CCOC(=O)c1cccc(NC(=O)Nc2cc(OC)ccc2OC)c1	0%[46.1 µM]	-11%[38.3 µM]	2%	4%	13%	-2%	-0.8%
49	O=c1[nH]c2ccsc2c(=O)n1CCO	15%	x	x	12%	x	10%[9.22 µM]	1.0%
50	Cc1cc(C)c(S(=O)(=O)N(C)CC(N)=O)c(C)c1	-15%[46.1 µM]	3%[38.3 µM]	1%	8%	3%	-20%	-0.9%
51	CCCS(=O)(=O)c1ccc(COC(=O)c2cccc(NC(=O)C(C)C)c2)cc1	-6%	20%	1%	5%	x	19%	-1.2%
52	O=C(Cc1ccccc1F)OCC(=O)N1CCc2ccccc21	2%	-2%	-2%	18%	-14%[46 µM]	5%	-2.6%
53	N#Cc1ccc(C(=O)CSc2nnc(-c3ccc(C(F)(F)F)cn3)s2)cc1	16%	x	x	-5%	x	11%[9.22 µM]	-0.8%
54	Cc1occc1C(=O)N=Nc1c(O)[nH]c2ccc(Br)cc12	-2%[46.1 µM]	x	x	-6%	-10%	13%	-0.9%
55	Cc1cc(C)nc(Sc2nc(Nc3ccccc3)nc(Sc3nc(C)cc(C)n3)n2)n1	10%	-4%	0%	-5%	-11%	u	1.1%
56	Cc1ccc(Sc2c(C)nn(C(=O)C3CC3)c2C)cc1	-19%[46.1 µM]	x	x	-4%	-13%	15%	0.0%
57	CC(=O)c1c(N(C)C)ccnc1C(F)(F)F	-9%[46.1 µM]	8%[38.3 µM]	-3%	2%	11%	-14%	-0.9%
58	Cc1ccc(-n2c(Cc3cccn3C)nnc2SCC(=O)Nc2nnc(C)s2)cc1	-5%[46.1 µM]	-1%[38.3 µM]	-4%	2%	8%	u	0.9%
59	Cn1c(SCC(=O)N2CCc3ccccc32)nc2cccnc21	10%[46.1 µM]	-2%[38.3 µM]	-4%	11%	u	-27%	-1.7%
60	COc1ccc(-c2cnn3c(N)c(S(=O)(=O)C(C)(C)C)cnc23)cc1	-27%[46.1 µM]	17%[38.3 µM]	0%	3%	u	-4%	2.1%

# (continued)
no.	SMILES	NPSR antagonist	IMPase Li inh	KinaseGlo FLuc	CBFb-RUNX1 inh	Lamin A splicing	HttQ103 aggreg	Epigenetic derep
61	Cc1ccc(NC(=O)c2cccc(NC(=O)/C=C/c3ccco3)c2)cc1C	-34%	25%	-1%	-6%	u	2%	4.2%
62	O=C(COC(=O)c1cccnc1Cl)NCc1cccs1	12%	1%	-3%	0%	3%[46 µM]	0%	2.6%
63	S=C(NN=C1C2CC3CC(C2)CC1C3)Nc1ccccc1	-5%[46.1 µM]	13%[38.3 µM]	-2%	1%	5%	-9%	-0.7%
64	N#C/C(=C\c1cccnc1)C(=O)Nc1cccc2ccccc12	-12%[46.1 µM]	x	x	-2%	-15%	1%	-1.8%

# High-throughput results deposited in PubChem BioAssay by National Center for Advancing Translational Sciences (NCATS).
